Screening results from PubChem.
KinaseGlo FLuc – counter-screen: inhibitors of Kinase-Glo firefly luciferase. Potency, µM (highest dose often 38.3 µM), inactives show top-dose activity change, negative = inhibition, hits mostly inhibitors. 200,000 tested, 0.28% active. Kinase-Glo luciferase, ATP luminescence, 8 min; note: % is set by controls: 0 for no effect and ±100 for the full control effect; nearly all actives have a fitted effect of over 60% in size
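Recombinant Kinase-Glo luciferase, 10 uM ATP (linear range), luciferin; imidazole pH 7.2 / KCl / MgCl2 / Tween / BSA buffer; 8 min RT; luminescence.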
SMN2 splice enh – enhancers of SMN2 splice variant expression; HEK293 SMN2-luciferase splicing reporter, luminescence, 30-36 h; Potency, µM (highest dose often 46.1 µM), without a hit: at the top dose activity change, positive = activation, usual class: activators; 210,000 tested, 2.8% active; AID 1458; note: % of control where 0% means no effect; nearly all actives have a fitted effect of over 55% in size
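HEK293 cells carry an SMN2 minigene-luciferase reporter in which exon 7 inclusion puts luciferase in frame. Cells were seeded at 2000 cells/well, attached for 10-12 hours, then exposed to compounds for 30-36 hours at 37C before ONE-Glo luminescence.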
ALDH1A1 inh – blocks purified human ALDH1A1 activity; P00352; Purified ALDH1A1, NADH fluorescence, propionaldehyde substrate; Potency, µM (series often up to 75.3 µM), without a hit: top-dose activity, negative = inhibition, hits mostly inhibitors; 220,000 tested, 7.3% active; AID 1030; active = well fitted inhibition curve with a large enough effect, not every such curve was filed as active; inconclusive = small, poorly fitted or top-dose-only effect, or another doubt; inactive = no such curve, though single readings can be large or run the other way;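 note: plate controls were no enzyme wells and a reference inhibitor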
L3MBTL1 block – L3MBTL1 (human) inhibition | AlphaScreen L3MBTL1–H3K9me1 peptide binding | Potency, µM (titrated, usually from 57.1 µM), for the others: top-dose activity, negative = inhibition, hits mostly inhibitors | 230,000 tested, 0.66% active | AID 485360; note: % is set by controls: 0 for no effect and ±100 for the full control effect; nearly all actives have a fitted effect of over 60% in size
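AlphaScreen assay: L3MBTL1 (50 nM final) was preincubated 30 min at room temperature with biotinylated H3(1-15)K9me1 peptide (75 nM final), then 30 min with library compounds; streptavidin donor and nickel chelate acceptor beads (10 ug/mL final) added, 30 min dark.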
Lamin A splicing – changes lamin A minigene splicing in HeLa cells | HeLa LMNA splicing GFP/RFP minigene ratio, 48 h | Potency, µM (doses to about 46.1 µM), without a hit: top-dose ratio change, negative = inhibition, hits mostly inhibitors | 200,000 tested, 0.01% active | AID 1487; active = well fitted inhibition curve with a large enough effect in the signal ratio, with a control signal flat, not every such curve was filed as active; inconclusive = small, poorly fitted or top-dose-only effect, or effect the other way, or a change in a side signal; the % refers to the signal ratio; note: % is set by controls: 0 for no effect and ±100 for the full control effect
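Read-out is the ratio of GFP to DsRed2 object intensity, acquired by 488 nm laser-scanning cytometry on HeLa lamin A-EGFP minigene reporter cells. Compound incubation 48 hrs at 37 °C in Opti-MEM with 2% FBS; DMSO 0.5% final.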
RECQ1 inh – inhibitors of human RECQ1 DNA helicase; P46063; RECQ1 DNA unwinding, red fluorescence kinetic read; Potency, µM (titrated, usually from 57.3 µM), without a hit: at the highest dose activity, negative = inhibition, actives largely listed as inhibitors; 240,000 tested, 0.54% active; AID 2549;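 note: plate controls were vehicle for no effect and no enzyme for full effect; nearly all actives have a fitted effect of over 30% in size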
Target sequence (P46063 whole entry, looked up): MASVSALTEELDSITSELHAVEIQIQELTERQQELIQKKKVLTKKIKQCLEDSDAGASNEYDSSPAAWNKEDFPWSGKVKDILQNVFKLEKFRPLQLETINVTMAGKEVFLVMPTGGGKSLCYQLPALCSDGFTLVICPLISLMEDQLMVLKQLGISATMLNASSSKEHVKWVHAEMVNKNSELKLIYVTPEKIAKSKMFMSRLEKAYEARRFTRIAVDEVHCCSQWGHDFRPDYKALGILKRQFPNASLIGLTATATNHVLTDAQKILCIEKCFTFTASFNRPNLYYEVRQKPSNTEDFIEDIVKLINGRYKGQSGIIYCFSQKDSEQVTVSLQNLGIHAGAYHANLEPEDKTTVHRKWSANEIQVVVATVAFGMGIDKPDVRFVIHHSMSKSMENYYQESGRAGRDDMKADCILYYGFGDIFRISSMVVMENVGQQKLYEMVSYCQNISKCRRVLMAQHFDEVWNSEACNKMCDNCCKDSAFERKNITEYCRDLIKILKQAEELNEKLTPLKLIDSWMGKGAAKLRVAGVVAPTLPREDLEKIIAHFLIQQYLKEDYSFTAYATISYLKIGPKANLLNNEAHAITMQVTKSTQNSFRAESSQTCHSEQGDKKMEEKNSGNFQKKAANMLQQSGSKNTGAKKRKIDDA
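50 nM RECQ1T1 preincubated 15 min with compound in Tris pH 8.0 buffer with MgCl2, DTT, Tween-20 and 2.5 ug/ml poly(dI-dC); started with 200 nM TAMRA/BHQ-2 forked duplex and 2 mM ATP. Unwinding read as fluorescence (525/598 nm), two reads 2 h apart.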
Tau ThT inhib – blocks human tau fibril formation measured by thioflavin T; P10636; recombinant tau K18 P301L (four-repeat tau fragment), heparin-induced fibrillization, ThT fluorescence; Potency, µM (series often up to 57.4 µM), without a hit: at the top dose activity, negative = inhibition, most hits filed as inhibitors; 270,000 tested, 2.1% active; note: % is set by controls: 0 for no effect and ±100 for the full control effect; nearly all actives have a fitted effect of over 55% in size
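K18 P301L tau (15 uM + 0.24 uM Alexa 594-tagged), heparin 20 uM, NaOAc pH 7, 6 h 37 C; ThT 30 uM, 1 h RT, ex 450/em 510 nm.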
JMJD2E inh – JMJD2E (human) inhibition | B2RXH2 | JMJD2E catalytic domain, FDH-coupled NADH fluorescence (FDH is formaldehyde dehydrogenase) | Potency, µM (top dose mostly 57.1 µM), inactives show top-dose activity change, negative = inhibition, most hits filed as inhibitors | 230,000 tested, 1.6% active | AID 2147; active = well fitted inhibition curve with a large enough effect, not every such curve was filed as active; inconclusive = small, poorly fitted or top-dose-only effect, or another doubt; inactive = no such curve, though single readings can be large or run the other way;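 note: 0% = wells with enzyme and -100% = buffer wells without enzyme; nearly all actives have a fitted effect of over 50% in size; many of its hits are not listed in these tables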
Target sequence (B2RXH2 1-337 limits assumed): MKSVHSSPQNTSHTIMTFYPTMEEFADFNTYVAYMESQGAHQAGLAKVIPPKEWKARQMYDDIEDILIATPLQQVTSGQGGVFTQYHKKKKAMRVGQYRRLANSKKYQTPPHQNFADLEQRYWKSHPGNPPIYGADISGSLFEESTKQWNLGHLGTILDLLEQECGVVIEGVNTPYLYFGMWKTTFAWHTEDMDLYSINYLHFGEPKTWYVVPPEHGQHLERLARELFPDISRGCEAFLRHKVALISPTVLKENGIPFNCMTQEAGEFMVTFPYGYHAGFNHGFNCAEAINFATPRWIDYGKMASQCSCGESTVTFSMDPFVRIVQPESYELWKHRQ
* = called active by the depositor; i = inactive; ? = inconclusive; nt = no result given; & = joins results of further samples; [ ] = remark or other dose. Unless noted, calls come from the whole dose curve; as a rule, active = well fitted curve in the direction sought with a large enough effect; inconclusive = small, poorly fitted or top-dose-only effect, or another doubt; inactive = no such curve, though single readings can be large; an effect the other way counts as inactive or inconclusive. Potency is the fitted concentration of half-maximal effect. An excerpt; rates above refer to the full screens.

item | canonical_smiles | KinaseGlo FLuc | SMN2 splice enh | ALDH1A1 inh | L3MBTL1 block | Lamin A splicing | RECQ1 inh | Tau ThT inhib | JMJD2E inh
1 | CCOC(=O)c1c(C)[nH]c(C)c1C(=O)COC(=O)c1cc2ccccc2cc1OC | -2% | 3% | -11% | -11% | ? | -8% | -6% | ?
2 | CCC(C)[C@H](NC(=O)NCCCn1ccnc1)C(=O)OC (stereo partly specified) | -1% | 0% | 0% | 6% | -8% | i | 10% | -1%
3 | O=C(C1=NN[C@@H]2C(=O)N(Cc3ccccc3)C(=O)[C@H]12)c1ccc(F)cc1 | nt | nt | nt | -3% | nt | -11% | 3% | -8%
4 | COc1ccc(C2(O)CCN(Cc3nnnn3Cc3ccc(C)cc3)CC2)cc1 | 1% | -13% | -42% | nt | -6% | i | -5% | 5%
5 | OCCC1CN(Cc2ccc(Oc3ncccn3)cc2)CCN1CCc1ccccc1 (stereo unspecified) | -1% | nt | -2% | -1% | ? | -7% | -12% | -6%
6 | COc1ccc(C(=O)NC(=S)Nc2ccc(Cc3ccncc3)cc2)cc1 | 3% | -31%[inhibitor] | 14µM* | -4%[11.4 µM] | ? | i | ? | -7%
7 | CC(C(=O)N1CCCCC1)N1C(=O)c2ccccc2C1=O (stereo unspecified) | 2% | 19% | ? | nt | 6% | -2% | -5% | 5%
8 | C=C1C(=O)O[C@@H]2C3OC3(C)CC/C=C(\C)CC[C@@H]12 (stereo partly specified) | 0% | nt | -15% | nt | nt | -8% | ? | 7%
9 | CC(=O)c1c(C)[nH]c(C(=O)N2c3ccccc3CC2C)c1C (stereo unspecified) | 1% | 2% | -3% | 0% | -15% | -7% | 1% | -1%
10 | FC(F)(F)c1nnc2c(Sc3ccc(Cl)cc3)nc3ccccc3n12 | -11% | -38%[inhibitor] | ? | -4% | ? | 9% | -4% | 4%
11 | O=C(N/N=C/c1cccc(OCc2ccccc2)c1)c1ccc(Br)cc1 | -4% | -4% | 18% | -4% | -5% | -1% | 2% | -3%
12 | O=C1NC(=O)/C(=C/c2ccccc2Oc2ccc(Cl)cc2)S1 | 7% | 6% | -3% | 7% | ? | -1% | -3% | -12%
13 | C=CCN=C1NN=C(c2ccc3c(c2)OCCO3)CS1 | 10µM* | -27% | 20µM* | -10% | -3%[46 µM] | i | ? | ?
14 | COCC(=O)NC(c1ccccc1)c1ccccc1 | -1% | -9% | 3% | 2% | 12% | -7% | 1% | 6%
15 | Cc1nc2c(C(=O)NCc3ccccc3)c[nH]n2c(=O)c1Cl | nt | nt | 6% | -1% | 3% | i | -1% | -4%
16 | N=C(N)SCCc1cnc[nH]1 | -3%&0% | 17%&-6% | 2%&5% | -1% | ? | -5% | -2%&3%&-12% | 7%&6%
17 | C/C(=N\NS(=O)(=O)c1ccc([N+](=O)[O-])cc1)c1cccs1 | nt | nt | 1% | nt | nt | -6% | ? | -2%
18 | CCNC(=O)Cn1cc(C#N)c2ccccc21 | -6% | -12% | -3% | 2% | 0% | -5% | 5% | 4%
19 | C=CCn1c(Cc2c[nH]c3ccccc23)nnc1SCC(=O)NCc1ccccc1 | 5% | 5% | 26% | 0% | 3% | 0% | -6% | 5%
20 | CCOC(=O)C1=C(C)Nc2nc3ccccc3n2C1c1ccc(O)cc1 (stereo unspecified) | nt | nt | nt | 5% | nt | -5% | -13% | 0%
21 | Fc1ccccc1-c1nc2ccccc2[nH]1 | ? | nt | ? | 55%[activator] | nt | i | 11% | 0%
22 | COc1ccc(CCNC(=O)C2CCN(S(=O)(=O)c3cc(OC)ccc3OC)CC2)cc1 | -4% | 4% | ? | 3% | -12% | i | -2% | -1%
23 | Cc1cc2nc(-c3cccnc3SCC(=O)NCc3ccco3)[nH]c2cc1C | 11µM* | 13µM* | ? | ? | ? | -4% | ? | ?
24 | O=c1oc(-c2cccs2)nc2ccc(Br)cc12 | -7% | -4% | ? | 2% | -6% | 7% | -2% | ?
25 | O=C1c2ccccc2NC(c2ccc(-c3ccc(Br)cc3)o2)N1O (stereo unspecified) | 7% | -57%[inhibitor] | 1% | -3% | ? | i | ? | ?
26 | CCOc1ccc(Nc2cc(C)nc3nc(C)nn23)cc1 | -4% | 3% | 5% | 20% | 1% | -3% | ? | -6%
27 | COc1ccc(NC(=O)c2sccc2OS(=O)(=O)N(C)C)cc1 | 2% | nt | 7% | 7% | nt | -4% | -1% | 3%
28 | O=C(/C=C/c1ccccc1)NCC(=O)N/N=C\c1cccnc1 | 1% | 0% | 20% | 3% | ? | -4% | -10% | 10%
29 | Cc1ccc(NC(=O)c2c(C(=O)Nc3ccccc3)sc3nc(C)cc(=O)n23)cc1 | -1% | -15%&9% | 4.5µM* | nt | 20%[46 µM] | i | -2%&0% | -1%
30 | O=C(CN1CCC(n2nnc3cc(C(F)(F)F)ccc32)CC1)NCc1cccs1 | 0% | -25% | 3% | -9% | ? | i | -3% | -6%
31 | CN(C)CCCOc1cccc(Cl)c1 | 1% | -1% | -8% | 4% | -2% | 5% | 3% | ?
32 | CN(C)/C=N/c1cc(=O)n(Cc2ccccc2)c(=O)n1C | -4%&1% | -8%&-11% | -5%&-2% | 1% | 1% | -5%&0% | -3%&-5% | -2%&-4%
33 | CC1C/C(=C/c2ccccn2)C(=O)/C(=C/c2ccccn2)C1 (stereo unspecified) | 0% | -76%[inhibitor] | -10% | 0% | nt | -2% | 10µM* | ?
34 | CC1(C)CC(C)(O)P(=O)(c2ccccc2)O1 (stereo unspecified) | -3% | nt | 0% | -15%[11.4 µM] | 6% | -5% | -12% | 5%
35 | CC(C)C[C@H](NC(=O)NC(C)C)C(=O)O | -2% | 9% | 20% | nt | ? | -14% | -8% | 6%
36 | CC1Cc2ccccc2N1C(=O)c1cnsn1 (stereo unspecified) | -3% | -8% | 13% | nt | 1% | i | -14% | 2%
37 | Cc1cc([N+](=O)[O-])nn1CCCC(=O)Nc1cc(Oc2ccccc2)cc([N+](=O)[O-])c1 | 5% | -63%[inhibitor] | ? | -11% | -6% | 15% | -10% | 3%
38 | CC(=O)O[C@@H]1CC2C(C)(C)C(=O)C=C[C@]2(C)C2CC[C@]3(C)C(=CC[C@H]3C3CO[C@@H](C(C)(C)O)[C@H](O)C3)[C@@]21C (stereo partly specified) | -1% | -7% | 2% | nt | nt | -16% | ? | 0%
39 | CCC(=O)Nc1cccc(-c2cnc3ccccc3n2)c1 | -3% | 19% | 2% | nt | 5% | -3% | -20% | 7%
40 | O=C(NCc1ccco1)/C(=C\C=C\c1ccccc1)NC(=O)c1ccccc1Br | 0% | -10% | ? | -1% | ? | 15% | ? | ?
41 | Cc1ccc(C)c(SCC(=O)OC/C(O)=C(\C#N)c2nc3ccccc3[nH]2)c1 | -4% | -15% | 6% | -2% | 13%[46 µM] | i | ? | ?
42 | O=C(c1ccccc1[N+](=O)[O-])N1CC2C3C=CC(C3)C2C1 (stereo unspecified) | 1% | -19% | -6% | nt | nt | -1% | -1% | 0%
43 | Cc1cccc(C(CC(=O)O)n2cccc2)c1 (stereo unspecified) | 18% | -11% | -2% | nt | -6% | -7% | -8% | 0%
44 | c1cc2c3c(cccc3c1)C(N1CCCCC1)=N2 | nt | nt | -15% | -4% | -10% | 5% | -11% | ?
45 | O=C(Nc1cccc(-c2cnc3ccccc3n2)c1)c1ccccc1 | -1% | -9% | -2% | 2% | 3% | -2% | -2% | 11%
46 | N=S(=O)(O)Cc1noc2ccccc12 | -2% | -30%[inhibitor] | -3% | nt | -12% | i | -14% | 0%
47 | COc1ccc(S(=O)(=O)N(C)CC(=O)Nc2ccccc2C(F)(F)F)cc1Cl | 1% | -13% | -1% | nt | 19% | -9% | -10% | -4%
48 | COc1ccc(N=C(C)c2sc3ccccc3c2O)cc1 | nt | nt | nt | 3% | nt | -17% | ? | -2%
49 | CCS(=O)(=O)N1CCN(C(=O)c2ccccc2)CC1 | 1% | 27% | -13% | nt | 2% | -7% | 1% | -3%
50 | CCOC(=O)c1ccc(CSc2nnc(C)n2N)o1 | 0% | -12% | 6% | nt | 5% | -9% | -9% | 5%
51 | COc1ccc(-c2cc(=O)c3cc(O)ccc3o2)cc1 | nt | nt | -10% | -8% | nt | ? | ? | 11%
52 | Cc1nc2c(cnn2-c2ccccc2Cl)c(=O)n1-c1ccc(C(C)C)cc1 | 17% | -37%&-24%[inhibitor] | ? | nt | ? | -7% | -10%&-12% | 1%
53 | C=CCn1c(C)cc(-c2csc(N)n2)c1C | -5% | ? | -3% | nt | 6% | -6% | 16µM* | -4%
54 | Cc1ccccc1Nc1nc(N)nc(CSc2nnnn2-c2ccccc2)n1 | -3% | 21% | 13µM* | nt | 2% | i | -24% | -2%
55 | COc1ccc(NC(=O)CO/N=C2/CCCc3nonc32)c(OC)c1 | -3% | -23% | ? | -17% | nt | -3% | 0% | -1%
56 | COc1cc(/C=C2\SC(=Nc3ccc(N4CCOCC4)cc3)N(C)C2=O)ccc1OC(C)C(=O)O (stereo unspecified) | -5% | 9% | -8% | -5% | -14% | -1% | ? | -5%
57 | C=CCCC(=O)Nc1nc(C)c(-c2csc(Nc3ccccc3OC)n2)s1 | 0% | -17% | -10% | -6% | ? | -3% | 7.1µM* | ?
58 | Cc1ccc2nc(N3CCN(Cc4ccc(F)cc4)C3=O)c(C)cc2c1 | -2% | -24% | -1% | 4% | ? | i | ? | ?
59 | CCCCc1nc2sc3c(SCC(=O)NCc4ccco4)ncnc3c2c2c1CCC2 | 4% | -37%[inhibitor] | -7% | -26% | 9%[0.0737 µM] | -8% | -7% | -6%
